Luc counter – blocks Kinase-Glo luciferase, a counter-screen artifact. Q27757. Kinase-Glo luciferase, ATP luminescence, 8 min. Potency, µM (doses to about 38.3 µM), for inactives: at the highest dose activity change, negative = inhibition, usual class: inhibitors. actives 0.28% (n = 200,000); note: % is set by controls: 0 for no effect and ±100 for the full control effect; nearly all actives have a fitted effect of over 60% in size
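Recombinant Kinase-Glo luciferase, 10 uM ATP (linear range), luciferin; imidazole pH 7.2 / KCl / MgCl2 / Tween / BSA buffer; 8 min RT; luminescence.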
SMN2 splice enh – enhancers of SMN2 splice variant expression; HEK293 SMN2-luciferase splicing reporter, luminescence, 30-36 h; Potency, µM (highest dose often 46.1 µM), for inactives: at the top dose activity change, positive = activation, most hits filed as activators; actives 2.8% (n = 210,000); AID 1458; note: % of control where 0% means no effect; nearly all actives have a fitted effect of over 55% in size
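HEK293 cells carry an SMN2 minigene-luciferase reporter in which exon 7 inclusion puts luciferase in frame. Cells were seeded at 2000 cells/well, attached for 10-12 hours, then exposed to compounds for 30-36 hours at 37C before ONE-Glo luminescence.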
KDM4E inh – inhibitors of human JMJD2E histone demethylase | AID 2147 | actives 1.6% (n = 230,000) | Potency, µM (highest dose often 57.1 µM), for the others: at the highest dose activity change, negative = inhibition, usual class: inhibitors | JMJD2E catalytic domain, FDH-coupled NADH fluorescence (FDH is formaldehyde dehydrogenase) | B2RXH2; active = well fitted inhibition curve with a large enough effect, not every such curve was filed as active; inconclusive = small, poorly fitted or top-dose-only effect, or another doubt; inactive = no such curve, though single readings can be large or run the other way;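 note: 0% = wells with enzyme and -100% = buffer wells without enzyme; nearly all actives have a fitted effect of over 50% in size; many of its hits are not listed in these tables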
Target sequence (B2RXH2 1-337 limits assumed): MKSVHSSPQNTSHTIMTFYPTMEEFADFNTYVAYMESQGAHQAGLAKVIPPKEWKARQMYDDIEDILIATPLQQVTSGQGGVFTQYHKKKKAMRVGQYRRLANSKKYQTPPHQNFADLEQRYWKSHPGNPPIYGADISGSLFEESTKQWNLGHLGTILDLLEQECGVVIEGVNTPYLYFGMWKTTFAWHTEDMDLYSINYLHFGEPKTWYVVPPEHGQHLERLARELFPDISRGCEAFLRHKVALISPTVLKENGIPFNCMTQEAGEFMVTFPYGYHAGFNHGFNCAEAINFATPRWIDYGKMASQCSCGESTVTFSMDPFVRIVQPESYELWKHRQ
RECQ1 inh – RECQ1 (human) helicase inhibition. P46063. RECQ1 DNA unwinding, red fluorescence kinetic read. Potency, µM (titrated, usually from 57.3 µM), without a hit: at the top dose activity, negative = inhibition, hits mostly inhibitors. actives 0.54% (n = 240,000). AID 2549;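 note: plate controls were vehicle for no effect and no enzyme for full effect; nearly all actives have a fitted effect of over 30% in size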
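RECQ1T1 50 nM; forked duplex (20 bp + 30-nt ss tails) 200 nM, ATP 2 mM final; pH 8.0, 2 mM MgCl2, 2.5 ug/ml poly(dI-dC); 15 min compound preincubation; discontinuous kinetic read over 2 h at RT.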
IMPase Li cell – IMPase inhibition in cells with lithium potentiation; CHO-M1 cells, IP1 TR-FRET (IP-One), carbachol + lithium; AID 1457; actives 0.35% (n = 210,000); Potency, µM (highest dose often 59.4 µM), without a hit: top-dose activity, negative = IMPase inhibition, most hits filed as inhibitors;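 note: IP1 builds up when IMPase is blocked and the TR-FRET signal falls; plate controls were basal vehicle for no effect and high inhibitor control for full effect; nearly all actives have a fitted effect of over 50% in size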
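IP1 accumulation measured by competitive TR-FRET in lysed CHO-M1 cells after 30 min compound exposure at 37C, with a small lithium addition to potentiate weak responses. Hill-equation AC50 from ratio and donor-channel data.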
Epigenetic reg – derepresses silenced GFP reporter in murine cells | AID 1865 | actives 0.2% (n = 280,000) | murine LDR cells, GFP reporter derepression, 30 h | Potency, µM (doses to about 53.9 µM), inactives show at the top dose GFP activation, hits mostly activators; note: % of control where 0% means no effect; nearly all actives have a fitted effect of over 60% in size
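Reporter derepression read as number of fluorescent GFP-positive objects, 20-120 um in size, counted by laser-scanning cytometer. Mouse LDR line with an epigenetically silenced CMV-GFP locus; compound incubation 30 h, 37 C.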
GoLoco inh red – RGS12 GoLoco-Gai1 interaction inhibition. P63096. Gai1:RGS12 GoLoco peptide FP, rhodamine, 10 min. Potency, µM (series often up to 61.6 µM), for inactives: at the top dose activity, negative = inhibition, most hits filed as inhibitors. actives 0.44% (n = 230,000). AID 880; active = well fitted inhibition curve with a large enough effect, not every such curve was filed as active; inactive = no such curve, though single readings can be large or run the other way; note: % is set by controls: 0 for no effect and ±100 for the full control effect; nearly all actives have a fitted effect of over 30% in size; many of its hits are not listed in these tables
Target sequence (P63096 whole entry, looked up): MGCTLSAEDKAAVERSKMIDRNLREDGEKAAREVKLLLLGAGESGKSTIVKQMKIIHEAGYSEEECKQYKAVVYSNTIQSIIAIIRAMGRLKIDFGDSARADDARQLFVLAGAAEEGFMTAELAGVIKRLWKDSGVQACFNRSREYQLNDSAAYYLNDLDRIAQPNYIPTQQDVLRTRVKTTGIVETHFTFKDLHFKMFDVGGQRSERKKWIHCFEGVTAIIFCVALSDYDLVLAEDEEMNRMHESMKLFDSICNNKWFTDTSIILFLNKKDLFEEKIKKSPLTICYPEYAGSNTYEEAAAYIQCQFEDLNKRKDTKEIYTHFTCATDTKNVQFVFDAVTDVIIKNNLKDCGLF
NPSR antag – antagonists of human neuropeptide S receptor cAMP signaling; Q6W5P4; CHO-NPSR cells, cAMP TR-FRET, antagonist mode; Potency, µM (highest dose often 38.3 µM), for inactives: at the highest dose activity change, negative = inhibition, usual class: inhibitors; actives 1% (n = 220,000); note: % is set by controls: 0 for no effect and ±100 for the full control effect; nearly all actives have a fitted effect of over 50% in size; many of its hits are not listed in these tables
Target sequence (Q6W5P4 whole entry, looked up): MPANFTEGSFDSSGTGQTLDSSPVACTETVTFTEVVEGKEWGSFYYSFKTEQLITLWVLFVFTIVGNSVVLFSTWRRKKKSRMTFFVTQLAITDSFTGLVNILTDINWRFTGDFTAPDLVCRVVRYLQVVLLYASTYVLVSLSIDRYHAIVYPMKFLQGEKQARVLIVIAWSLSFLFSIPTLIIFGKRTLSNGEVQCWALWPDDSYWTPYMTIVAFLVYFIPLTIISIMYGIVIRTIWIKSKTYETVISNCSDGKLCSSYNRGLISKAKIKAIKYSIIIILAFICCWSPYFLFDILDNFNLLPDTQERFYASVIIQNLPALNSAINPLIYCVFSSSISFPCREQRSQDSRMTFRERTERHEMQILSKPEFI
The depositor's hits bear a star; i = inactive; ? = inconclusive; . = not tested or not shown; [ ] = dose if it differs, or a comment. Unless noted, calls come from the whole dose curve; as a rule, active = well fitted curve in the direction sought with a large enough effect; inconclusive = small, poorly fitted or top-dose-only effect, or another doubt; inactive = no such curve, though single readings can be large; an effect the other way counts as inactive or inconclusive. Potency is the fitted concentration of half-maximal effect.

Values in the order: NPSR antag | IMPase Li cell | GoLoco inh red | Luc counter | KDM4E inh | Epigenetic reg | SMN2 splice enh | RECQ1 inh
Cc1ccc(NC(=O)CS(=O)CC(=O)N(CC(=O)NC2CCCC2)c2cccc(C)c2C)cc1 (stereo not given)
    -19%[46.1 µM] | 6%[38.3 µM] | 2% | 0% | 8% | 2.5% | -16% | i
CCOC(=O)N1CCN(C(=O)c2ccc(OCC)c(OCC)c2)CC1
    ? | 5% | 3% | -3% | -12% | -1.2% | 6% | -17%
Cc1ccc([N+](=O)[O-])cc1NC(=O)c1ccc2c(c1)OCO2
    -1% | 4% | 13% | 1% | 4% | -5.5% | -8% | -4%
CC1(C)N=C(N)N=C(N)N1c1cccc(OCc2cccc([N+](=O)[O-])c2)c1
    . | -1% | 4%[14.2 µM] | 0%[7.66 µM] | . | . | -3%[9.22 µM] | .
COc1ccc([N+](=O)[O-])cc1NC(=O)c1ccc(C)o1
    2% | -5% | -1% | 0% | -2% | 0.0% | 0% | -5%
COc1ccc2[nH]c(=O)c(CN(C(=O)NC3CCCCC3)C3CCCCC3)cc2c1
    ? | 18%[38.3 µM] | 1% | -1% | ? | 0.8% | -14% | -10%
Cc1ccsc1C(=O)Nc1nnc(-c2ccco2)o1
    -8%[46.1 µM] | 4% | 11% | -4% | ? | -2.2% | -10% | i
O=C(NCCc1nc(-c2ccccc2)cs1)c1ccc(Br)cc1
    -5% | 0% | 13% | -2% | 0% | -0.9% | -5%[1.84 µM] | -7%
COc1ccccc1C(=O)Nc1ccc2c(c1)nc(CN1CCN(C(C)=O)CC1)n2C
    -8%[46.1 µM] | -8% | 6% | 0% | -1% | -2.0% | -15% | -1%
CN(C)S(=O)(=O)c1ccc(Cl)c(NC(=O)CN2CCCCCC2)c1
    -14% | 17% | 2% | 0% | -26% | -5.6% | -5% | 1%
N#CCCN1CCN(C(=S)c2ccc(-c3ccc(Cl)cc3)o2)CC1
    -10%[46.1 µM] | -13%[38.3 µM] | 15% | -2% | 13µM* | -1.9% | -16% | i
N#CCCN(CCC#N)C(=S)NC1CC2C=CC1C2 (stereo not given)
    -18% | . | -5% | . | 3% | 13% | . | i
Nc1nnnn1/N=C/c1ccccc1OCc1ccccc1
    1%[46.1 µM] | 18%[38.3 µM] | -2% | 1% | -27% | 2.5% | -3% | -4%
CCN1C(=O)/C(=c2\o/c(=C3\C=Cc4ccccc4N3CC)c(=O)n2CC)SC1=S
    -2%[46.1 µM] | -2%[38.3 µM] | 16% | -17% | 14% | -4.3% | -15% | -8%
COCCN1Cc2cccc(C(=O)NC(C)CCc3ccco3)c2C1=O (stereo not given)
    7% | 6% | 3% | . | 10% | -0.2% | . | -6%
CC(=O)Nc1sc2c(c1C(c1ccc(Cl)cc1)N1CCOCC1)CCCC2 (stereo not given)
    ? | 12%[38.3 µM] | -4% | 2% | -4% | -2.9% | -12% | i
CN(Cc1ccc2nonc2c1)Cc1nc(Cc2cccc(F)c2)no1
    30% | . | 4% | . | -6% | -2.3% | . | i
CN1CCN(S(=O)(=O)c2cc([N+](=O)[O-])ccc2N/N=C/c2ccc(Cl)cc2)CC1
    18% | -7% | -1% | -4% | 3% | 11% | -10% | -3%
CC1(C)CC(=O)CC(C)(C)N1OC(=O)c1ccco1
    1%[46.1 µM] | 29%[38.3 µM] | 11% | 2% | -6% | -0.2% | 10% | -11%
C=CCn1c(Cc2ccc(OC)cc2)nnc1SCC(=O)NCCc1ccccc1
    -11%[46.1 µM] | -18%[38.3 µM] | -2% | -2% | -24% | 0.0% | -5% | -3%

Structural class: those above containing a thiophene ring, fused or not.
Values in the order: NPSR antag | IMPase Li cell | GoLoco inh red | Luc counter | KDM4E inh | Epigenetic reg | SMN2 splice enh | RECQ1 inh
Cc1ccsc1C(=O)Nc1nnc(-c2ccco2)o1
    -8%[46.1 µM] | 4% | 11% | -4% | ? | -2.2% | -10% | i
CC(=O)Nc1sc2c(c1C(c1ccc(Cl)cc1)N1CCOCC1)CCCC2 (stereo not given)
    ? | 12%[38.3 µM] | -4% | 2% | -4% | -2.9% | -12% | i

Continuation.
Values in the order: NPSR antag | IMPase Li cell | GoLoco inh red | Luc counter | KDM4E inh | Epigenetic reg | SMN2 splice enh | RECQ1 inh
Cc1cc(C)cc(N(CC(=O)NCC2CCCO2)S(=O)(=O)c2c(C)noc2C)c1 (stereo not given)
    -9%[46.1 µM] | 5%[38.3 µM] | 2% | 6% | 0% | 1.9% | 2% | -3%
CNC(=O)c1ccc(NC(=O)c2cccc(C(F)(F)F)c2)cc1
    5% | -9% | 7% | 5% | -21% | -0.2% | 18% | -12%
CC(C)C(=O)Nc1ncc(Cc2ccc(Cl)cc2)s1
    42% | -1% | 5% | -7% | -25% | -0.1% | . | -9%
COc1ccc(C[C@@H]2CN3C(=NC[C@@H]3Cc3ccc(O)cc3)N2C[C@H](C)NC(=O)CCC2CCCCC2)cc1
    -11% | . | -20% | . | -9% | -1.1% | . | i
CN(C(=O)COc1ccc(C(C)(C)C)cc1)C1CCS(=O)(=O)C1 (stereo not given)
    4%[46.1 µM] | 13%[38.3 µM] | -1% | 2% | -2% | 2.3% | -9% | 1%
CN1C(=O)C(CC(=O)Nc2ccccc2)S/C1=N/c1nccs1 (stereo not given)
    -18% | 4% | 74%[activator] | -2% | 6% | 1.0% | . | 8%
Cc1nnc2ccc(N3CCN(c4cccc(C(F)(F)F)c4)CC3)nn12
    -10%[46.1 µM] | 36%[activator][38.3 µM] | 2% | -3% | -1% | -0.9% | 7% | -4%
Cn1c(SCC(=O)c2ccccc2)nnc1-c1cnccn1
    5%[46.1 µM] | -13%[38.3 µM] | 0% | 8% | -9% | 2.2% | 24% | i
CCCCc1ccc(NC(=S)NCC2CCCO2)cc1 (stereo not given)
    -14% | 3% | 9% | 1% | ? | -1.5% | -19% | 19%
Cn1c(CN2CCCC2)nc2cc(NC(=O)COc3ccccc3)ccc21
    0%[46.1 µM] | 9%[38.3 µM] | 4% | -3% | -7% | -2.2% | -25% | 2%
O=C1OC(c2cccc([N+](=O)[O-])c2)C2(CCCC2)C(=O)C12CCCCC2 (stereo not given)
    -46% | -3% | -8% | 1% | 2% | 1.0% | -60%[inhibitor] | 10%
CC1(C)CC(=O)C2=C(C1)NC(=O)CC2c1ccccc1F (stereo not given)
    -4%[46.1 µM] | 0%[38.3 µM] | 12% | -5% | 1% | -1.1% | -4% | -1%
Cc1ccc(CCN2CC(C(=O)NCCCN(C)Cc3ccccc3)CC2=O)cc1 (stereo not given)
    -1%[46.1 µM] | 3%[38.3 µM] | -8% | 0% | 6% | 0.3% | 7% | i
Cc1cccc(C(=O)N2CCc3ccccc3C2)c1[N+](=O)[O-]
    2% | 13% | -10% | 1% | -4% | -1.8% | -7% | -1%
COc1ccc(N(CN2C(=O)c3ccccc3C2=O)C(=O)COc2ccc(Cl)cc2Cl)cc1
    -23% | 14% | -2% | -1% | -4% | 0.0% | 3% | -4%
Cc1ccc(/C=N/NC(=O)Cn2cnc3ccccc32)cc1
    7% | 5% | -3% | 3% | -1% | -0.4% | -2% | i
COc1ccc(CCn2c(=N)c(C(=O)NCc3ccco3)cc3c(=O)n4ccccc4nc32)cc1
    -12%[46.1 µM] | 28%[38.3 µM] | -6% | 0% | ? | 0.0% | -18% | -22%
COc1ccc(/C=C/c2nnc(NC(=O)COc3ccccc3)s2)cc1
    5% | . | 3% | . | ? | 0.0% | . | i
Cc1nn(Cc2c(Cl)cccc2Cl)c(C)c1NC(=O)CCCn1nc(C)c([N+](=O)[O-])c1C
    -1% | 3% | 11% | -2% | 3% | 0.0% | -5% | -9%
CCCCC(=NCCO)C1=C(O)C(C(=O)OC)C(C)(C)CC1=O (stereo not given)
    -6%[46.1 µM] | -2% | -4% | 10% | 0% | -0.9% | -6% | -5%
O=C(CSc1ccc2ccccc2c1)Nn1cnnc1
    12%[46.1 µM] | 18%[38.3 µM] | -2% | -3% | 1% | 0.0% | -4% | -3%
CCCCc1nc2c(c3c1C[C@H](C)OC3)CN(C(=O)C1CCCCC1)CC2
    . | 5% | 2%[14.2 µM] | -1%[7.66 µM] | 5%[11.4 µM] | . | 15%[9.22 µM] | i[11.5 µM]
c1ccc(-c2noc(CSc3nc4ccccc4o3)n2)cc1
    -10%[46.1 µM] | . | . | . | -5% | -2.1% | . | i
Cn1c(C(=O)OCC(=O)NCC2CCCO2)cc2sccc21 (stereo not given)
    0%[46.1 µM] | 2% | 3% | 1% | -2% | -2.0% | -20% | -7%
COc1ccccc1NC(=S)NNC(=O)c1ccc(Cl)cc1Cl
    -5%[46.1 µM] | 1% | -6% | 1% | 2% | -0.8% | 16µM* | 6%
COc1ccc(S(=O)(=O)N2CCOCC2)cc1NS(=O)(=O)/C=C/c1ccccc1
    -20% | 0% | 1% | 11% | 7% | 1.4% | -9% | -8%
CCCC(=O)NC(=S)Nc1ccc(Cl)cn1
    -19%[46.1 µM] | 8%[38.3 µM] | -6% | -2% | 0% | 1.9% | -13% | -15%
CCOC(=O)c1cc2n(n1)C(C(F)(F)F)CC(C)N2 (stereo not given)
    -5%[46.1 µM] | 22%[38.3 µM] | 8% | 3% | 3% | -1.1% | 21% | i
CCC(=O)NC(=S)Nc1ccc(S(=O)(=O)NC(C)=O)cc1
    -4%[46.1 µM] | -19%[38.3 µM] | 1% | 1% | 4% | 0.3% | ? | -16%
O=C1NCCCCC1NS(=O)(=O)c1ccc(F)c(F)c1 (stereo not given)
    0%[7.67 µM] | . | 0% | . | 6% | -1.4% | . | -6%
Cc1c(C(=O)NCc2ccccn2)oc2ccc(S(=O)(=O)N3CCC4(CC3)OCCO4)cc12
    -58% | 2% | 9% | 3% | 5% | -1.2% | -6% | -2%
O=C1N=C(N2CCOCC2)S/C1=C\c1cccnc1
    -5% | -2% | -36% | -4% | 6% | 5.7% | -4% | i
COc1cc(C(C(=O)NCc2ccccc2)N(Cc2ccco2)C(=O)c2cnccn2)cc(OC)c1OC (stereo not given)
    -1% | 15% | -4% | 3% | -2% | -0.2% | 1% | i

The list is partial. The share of hits here may be higher or lower than overall.
